# Assay outcomes as filed in PubChem.
# GLS inh = blocks human kidney-isoform glutaminase activity; O94925; GLS enzymatic activity, qHTS titration; Potency, µM (series often up to 45.5 µM), for inactives: at the highest dose activity change, negative = inhibition, usual class: inhibitors; 410,000 tested, 0.21% active; AID 624170; note: potency is the fitted concentration of half-maximal effect; % is set by controls: 0 for no effect and ±100 for the full control effect
#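 Read-out is an Amplex red fluorescence increase coupled through glutamate oxidase and HRP, measured before and after 30 min room-temperature incubation. hKGA is in 45 mM KH2PO4 (pH 8.2) with 0.02% Tween-20; glutamine added as 1mM solution.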
# JMJD2A Tudor inh = blocks the human JMJD2A Tudor domain. AlphaScreen JMJD2A-Tudor / H3K4me3 peptide binding. Potency, µM (top dose mostly 114 µM), without a hit: top-dose activity change, negative = inhibition, most hits filed as inhibitors. 390,000 tested, 4.4% active; note: potency is the fitted concentration of half-maximal effect; % is set by controls: 0 for no effect and ±100 for the full control effect; nearly all actives have a fitted effect of over 50% in size
# Target sequence (O75164 whole entry, looked up, the tested form may be a part): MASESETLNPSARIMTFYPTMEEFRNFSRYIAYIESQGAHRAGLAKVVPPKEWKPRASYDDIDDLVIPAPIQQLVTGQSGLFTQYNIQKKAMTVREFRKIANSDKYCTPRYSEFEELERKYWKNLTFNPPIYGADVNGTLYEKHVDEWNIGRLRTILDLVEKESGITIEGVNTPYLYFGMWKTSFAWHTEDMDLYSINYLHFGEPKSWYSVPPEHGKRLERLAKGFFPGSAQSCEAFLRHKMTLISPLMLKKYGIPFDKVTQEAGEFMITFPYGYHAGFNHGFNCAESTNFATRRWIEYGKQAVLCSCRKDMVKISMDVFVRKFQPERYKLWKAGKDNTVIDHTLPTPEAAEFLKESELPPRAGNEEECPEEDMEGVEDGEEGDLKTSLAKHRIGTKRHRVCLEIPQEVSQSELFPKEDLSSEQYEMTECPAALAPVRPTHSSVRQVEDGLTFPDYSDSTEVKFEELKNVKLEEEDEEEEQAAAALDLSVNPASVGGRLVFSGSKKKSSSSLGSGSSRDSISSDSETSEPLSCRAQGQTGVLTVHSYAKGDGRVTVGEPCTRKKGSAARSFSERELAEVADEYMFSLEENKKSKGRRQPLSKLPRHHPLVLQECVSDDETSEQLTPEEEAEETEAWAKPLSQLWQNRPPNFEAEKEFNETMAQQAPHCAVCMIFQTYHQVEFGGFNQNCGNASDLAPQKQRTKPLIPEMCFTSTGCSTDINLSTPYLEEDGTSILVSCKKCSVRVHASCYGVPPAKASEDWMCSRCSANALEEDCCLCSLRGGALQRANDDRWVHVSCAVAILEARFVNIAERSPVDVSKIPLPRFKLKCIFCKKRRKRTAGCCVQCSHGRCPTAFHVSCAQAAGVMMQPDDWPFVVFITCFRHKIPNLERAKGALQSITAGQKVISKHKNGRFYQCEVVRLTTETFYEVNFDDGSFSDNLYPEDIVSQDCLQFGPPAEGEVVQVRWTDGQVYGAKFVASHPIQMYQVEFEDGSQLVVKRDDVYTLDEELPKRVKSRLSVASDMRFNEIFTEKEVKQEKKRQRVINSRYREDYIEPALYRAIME
# BAZ2B inh = BAZ2B (human) inhibition; Q9UIF8; AlphaScreen BAZ2B-H3K14Ac peptide displacement; Potency, µM (highest dose often 114 µM), for inactives: at the highest dose activity change, negative = inhibition, usual class: inhibitors; 360,000 tested, 4.4% active; note: potency is the fitted concentration of half-maximal effect; % is set by controls: 0 for no effect and ±100 for the full control effect; nearly all actives have a fitted effect of over 60% in size
#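 Multi-concentration screen (max 110 uM) measuring displacement of acetylated histone H3 peptide from BAZ2B by AlphaScreen, using 50 nM protein, 50 nM peptide and 10 ug/mL streptavidin donor plus Ni-chelate acceptor beads.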
# 12-LOX inh = ALOX12 (human) lipoxygenase inhibition; P18054; purified 12hLO, xylenol orange hydroperoxide absorbance; Potency, µM (titrated, usually from 108 µM), for the others: top-dose activity change, negative = inhibition, usual class: inhibitors; 580,000 tested, 1.1% active; AID 1671190; note: potency is the fitted concentration of half-maximal effect; % is set by controls: 0 for no effect and ±100 for the full control effect
#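 Purified human 12hLO at 150 nM in 25 mM Hepes, 0.01% Triton X-100, pH 7.0, preincubated 15 min at room temperature with compound. Reaction started with 40 uM arachidonic acid, 30 min at room temperature. Hydroperoxide measured by Fe-xylenol orange, 573/405 nm absorbance ratio.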
# G9a block = inhibitors of human histone lysine methyltransferase G9a; Q96KQ7; G9a H3K9 monomethylation, AlphaScreen, 2 h; Potency, µM (series often up to 102 µM), inactives show at the top dose activity, negative = inhibition, usual class: inhibitors; 350,000 tested, 8.8% active; AID 504332; note: potency is the fitted concentration of half-maximal effect; % is set by controls: 0 for no effect and ±100 for the full control effect; nearly all actives have a fitted effect of over 75% in size
#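 G9a (20 nM) was preincubated 15 min with compound, then reacted 2 h at room temperature with 500 nM biotin-H3K9 peptide and 20 µM SAM. Monomethyl-H3K9 detected by AlphaScreen using anti-H3K9me1 antibody.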
# ERG Ets-DNA blk = ERG Ets/DNA interaction inhibition | P11308 | fluorescence polarization, His-ERG Ets domain / labelled DNA | Potency, µM (titrated, usually from 76.9 µM), for inactives: at the top dose FP activity, negative = inhibition, usual class: inhibitors | 370,000 tested, 0.028% active; active = well fitted inhibition curve with a large enough effect in the polarisation, with a control signal flat; inconclusive = small, poorly fitted or top-dose-only effect, or effect the other way, or a change in a side signal; inactive = no such curve, though single readings can be large or run the other way; the % refers to the polarisation;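 note: polarization taken with two DNA probes labelled with fluorescein and Texas red; potency is the fitted concentration of half-maximal effect; % of control where 0% means no effect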
#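 His-tagged ERG Ets domain (1 uM in the protein solution; 300mM KCl, 50mM Tris-HCl, 1mM EDTA, 1mM DTT, pH 7.5) received compound, then a probe mix of 5 nM fluorescein-DNA and 100nM Texas-615-DNA. Fluorescence polarization was read for both dyes.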
# RGS4 inhibitor = blocks human RGS4-accelerated GTP hydrolysis | Transcreener GDP fluorescence polarization, RGS4-accelerated GTP hydrolysis | Potency, µM (doses to about 114 µM), without a hit: at the top dose activity change, negative = inhibition, most hits filed as inhibitors | 390,000 tested, 0.039% active | AID 504845; note: potency is the fitted concentration of half-maximal effect; % is set by controls: 0 for no effect and ±100 for the full control effect; nearly all actives have a fitted effect of over 75% in size; some results filed as inactive show a strong effect at the top dose
#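 MLSMR compounds (23 nl, pin-transferred) preincubated 10 min at room temperature with a 500nM (2x) first reagent, then RGS4 at 900nM (2x) plus Transcreener GDP mix added; fluorescence polarization (620/688 nm) read before and after 90 min at 30 °C.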
# HP1b chromo inh = blocks HP1-beta chromodomain binding to methylated histone tails | AlphaScreen HP1-beta / biotin-H3K9me3 peptide binding | Potency, µM (doses to about 114 µM), inactives show at the highest dose activity change, negative = inhibition, hits mostly inhibitors | 390,000 tested, 0.56% active | AID 540317; note: potency is the fitted concentration of half-maximal effect; nearly all actives have a fitted effect of over 70% in size; inactives centre near 23
#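 AlphaScreen: HP1-beta (50 nM) preformed 30 min with biotin-H3(1-18)K9me3 peptide (50 nM) in PBS pH 7.4, 0.01% Tween-20. Compound added for 30 min at RT, then streptavidin donor/nickel chelate acceptor beads (10 ug/mL) for 30 min.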
# PI4K2A inh = inhibitors of human PI4K2A | 420,000 tested, 0.13% active | AID 1346378 | activity change, negative = inhibition, % at 76.9 µM | purified PI4K2A, ADP-Glo luminescence, 1 h; active compounds read low | Q9BTU6; in the data active = activity change below about -50%; inconclusive = mostly about -30% to -49%;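 note: -100% = wells without enzyme as full effect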
#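 PI4K2A activity was measured by ADP-Glo luminescence: enzyme (4 ug/mL stock) and phosphatidylinositol (1.2 mM stock) in Tris pH 7.5/MgCl2/EGTA/Triton X-100 buffer were reacted with ATP (300 microM stock) for one hour at ambient temperature.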
# * hit, by the source's call; ? = inconclusive; nt = no result given; & = joins results of further samples; [ ] = remark or other dose. Unless noted, calls come from the whole dose curve; as a rule, active = well fitted curve in the direction sought with a large enough effect; inconclusive = small, poorly fitted or top-dose-only effect, or another doubt; inactive = no such curve, though single readings can be large; an effect the other way counts as inactive or inconclusive. Not all compounds are listed, so the mix of outcomes need not match the whole.
SMILES,GLS inh,JMJD2A Tudor inh,BAZ2B inh,12-LOX inh,G9a block,ERG Ets-DNA blk,RGS4 inhibitor,HP1b chromo inh,PI4K2A inh
COc1ccc(C2C(C#N)=C(N)Oc3cc(C)[nH]c(=O)c32)cc1OC (stereo not drawn),1%,-3%,-3%,1%,22%[59 µM],13%,6%[56.9 µM],55%[activator],-5
S=c1[nH]nc(-c2cc(-c3ccccc3)n[nH]2)n1/N=C/c1ccc(Cl)cc1,-8%,-31%,-21%,-113%,?,6%,?,25%,1
O=C(NCCCn1ccnc1)/C(=C/c1ccco1)NC(=O)c1cccs1,11%,-8%[11.4 µM],79µM*,7%,?,2%,?,30%,3
Cc1nc(C(F)(F)F)ccc1C(=O)Nc1ccccc1F,39%[activator],6%,-21%,323%[activator],21%,-1%,9%,37%,-10
COc1ccccc1C(=O)NC(=O)COC(=O)c1nc2nc(C)cc(C)n2n1,2%,-13%,9%,-14%,10%[0.501 µM],-8%,-2%,22%,-1
CC(=O)C1C(C)CC2C3CCC4CC(=O)CCC4(C)C3CCC21C (stereo not drawn),-15%,-8%,nt,-1%,nt,-5%,-13%,66%[activator],5
CC(=O)N1CCN(c2ccc(NC(=O)c3ccc(Cl)c([N+](=O)[O-])c3)cc2)CC1,19%,0%,0%,0%,5%,1%,-5%,25%,-1
CCn1cnc2cc(NCc3nc4ccccc4n3Cc3ccccc3)ccc21,-10%,45µM*,40µM*,13%,?,-5%,-32%,-6%,4
CCC(C)(C)NC(=O)C(c1ccc(OC)cc1)N(C(=O)CCC(=O)Nc1cc(C)on1)c1cccc(F)c1 (stereo not drawn),5%,-20%,0%,-7%,-2%,9%,19%,23%,0
COc1cccc(CNC(=O)COC(=O)c2ccc(C(=O)c3ccccc3)cc2)c1,13%,-10%,-6%,486%[activator],?,nt,-26%,15%,-2
CC(C)CCNC(=O)CCn1c(=O)c2cccn2c2cccnc21,-1%,9%,-34%,0%,-4%[59 µM],-3%,5%,43%[activator],-3
CCOC(=O)c1cc(-c2ccccc2)n(CC(=O)Nc2ccc(OC)cc2)c1C,1%,-4%[57.1 µM],-17%,8%,-1%,2%,-22%,39%,0
Cc1ccc(OCC(=O)NN2C(=O)c3ccccc3C2=O)cc1,-7%,-23%,-10%,4%,-10%,-8%,5%,28%,2
COc1cccc(N2CCN(C(=O)C3CCN(S(=O)(=O)c4cn(C)cn4)CC3)CC2)c1,2%,-5%,-12%,-6%,20%[59 µM],0%,-17%,41%[activator],5
Cc1ccc(-c2nc3c(c(=O)[nH]c(=O)n3Cc3ccccc3)n2Cc2ccccc2)o1,3%,-23%,13%,?,10µM*,-4%,?,-7%,2
CCOC(=O)Cn1c(=N)n(CCOc2cccc(C)c2)c2ccccc21,6%,-12%,3%,-23%,-13%[59 µM],-3%,-9%,18%,-6
CCOC(=O)c1sc(C)c(C(=O)NCCCN2CCOCC2)c1N,-7%,-5%,8%,0%,-4%,9%,-29%,34%,7
CC(C)C1C(c2ccccc2)NC(c2ccccc2)CC1(O)c1ccc(F)cc1 (stereo not drawn),0%,-21%,-16%,2%,nt,1%,-8%,37%,8
O=C(c1cn(-c2ccccc2)nc1-c1ccncc1)N1CCCCC1,-14%,-1%,4%,0%,-7%[59 µM],-1%,3%,49%,2
CC(C)(C)c1ccc(C(=O)Nc2ccc(O)c3c(=O)cc(-c4ccccc4Cl)oc23)cc1,1%,-23%&-23%,-14%,23%,0%[12.7 µM],0%,3%&-31%,-1%&4%,-5
CCOc1ccc(NC(=O)C(=O)NCC2CCCN2CC)cc1 (stereo not drawn),11%,-6%,?,10%,14%[0.501 µM],-1%,5%,19%,6
COc1ccc(O)c(C(=O)c2cnc3c(c2)c(C)nn3CCO)c1,-6%,-19%,-19%,-1%,4%,-12%,21%,-6%,2
CCOc1ccc(-c2nnc(N)o2)cc1,18%,0%,16%,6%,41%,8%,4%,17%,7
CC1Cc2ccccc2N1C(=O)CSc1nc(-c2ccccc2)cs1 (stereo not drawn),4%,19%,5%,-5%,23%[59 µM],0%,17%,41%[activator],3
CC(=O)N(c1nnc(-c2ccc(C)cc2)s1)C1CCCC1,-3%,20%,-1%,-8%,19%,-9%,17%,47%[activator],-3
CCOC(=O)c1c(NC(=O)C2CC=CCC2C(=O)O)sc(C)c1CC (stereo not drawn),-13%,?,-36%,-13%,-8%,6%,-97%[56.9 µM],15%,-5
CC12Cc3ccc4ccccc4c3C=C1C[N+](C)(C)C2 (stereo not drawn),6%,-2%,13%,0%,14%,-5%,10%,25%,-9
CCn1c(SCC(N)=O)nnc1-c1cc2c(C)nn(-c3ccccc3)c2s1,-4%,-15%,9%,4%,45µM*,-17%,-11%,34%,-2
O=c1oc2ccccc2c(NC(c2ccccc2)c2ccccc2)c1[N+](=O)[O-],17%,-18%,-36%,0%,-22%,0%,23%,-15%,-7
O=C(Nc1ccc2c(c1)OCCO2)c1coc2ccccc2c1=O,-2%,28µM*,9%,-23%,8%[59 µM],5%,?,62%[activator],-10
COc1ccc(CNS(=O)(=O)c2cc3c(cc2Cl)N(C(C)=O)CCO3)cc1,1%,-21%,3%,-1%,7%[59 µM],-18%,-6%,21%,-4
CN(c1ccccc1)S(=O)(=O)c1cccc(NS(=O)(=O)c2ccc(/C=C/C(=O)O)cc2)c1,0%,-16%,-30%,-3%,-44%,3%,-7%,24%,-8
O=C(CSc1nnc(Nc2ccccc2)s1)NCc1ccco1,26%,-15%,nt,12%,-22%[59 µM],-1%,10%,1%,1
Cc1ccc2oc3c(c(=O)c2c1)C(c1cccc(Cl)c1)N(CCCN1CCOCC1)C3=O (stereo not drawn),-7%,-20%,0%,12%[57.4 µM],50µM*,1%,-1%,19%,-1
Cc1nc(CN2CCC(c3ccccc3)CC2)cc(=O)[nH]1,-1%,-23%[57.1 µM],-19%,-5%,30%[12.7 µM],10%,?,-10%,-5
Cc1ccc(C(c2nnnn2C(C)(C)C)N2CCC(C)CC2)cc1 (stereo not drawn),0%,-26%,1%,0%,?,5%,-31%,14%,1
O=C(Nc1ccccc1)N1CCCC(c2nc(-c3cccs3)no2)C1 (stereo not drawn),3%,-15%,3%,-23%,-29%,6%,-12%,29%,1
O=C(c1ccccc1)c1ccc(N2CCOCC2)cc1,2%,9%,nt,?,nt,nt,-16%,67%[activator],-1
O=C(CCc1ccccc1)N(Cc1cccnc1)c1nc2c(F)cccc2s1,3%,-14%,0%,-24%,0%[59 µM],3%,-17%,1%,2
Cc1ccc(OCC(O)CN2CCOCC2)cc1C (stereo not drawn),-5%,-12%,1%,?,nt,-21%,12%,30%,-5
CCN(Cc1nc(-c2cccc(C)c2)no1)C(=O)c1ccc2c(c1)OCO2,-8%,3%,-4%,-16%,114%[activator],17%,-1%,24%,-7
CCn1c2ccccc2c2cc(NC(=O)c3cccc(OC)c3)ccc21,-1%,-19%,5%,-16%,-1%[59 µM],1%,-14%,14%,-2
Cc1ccc(NC(=Nc2ccc(Br)cc2)N2CCOCC2)cc1C,0%,-14%,-24%,-9%,14%,-11%,21%,10%,0
O=C(NCCOc1ccccc1F)c1ccc2c(=O)n3c(nc2c1)CCC3,-2%,-9%,1%,211%[activator],6%[12.7 µM],-7%,8%,28%,3
CCOc1ccc(-c2nnc(-c3ccncc3)o2)cc1OCC,-26%,-13%,-20%,-2%,-7%,-4%,-4%,27%,3
COC(=O)C1=C(C)N(Cc2ccccc2)C(=NCc2ccc(OC)cc2)N[C@H]1c1ccccc1,5%,?,?,?,nt,-6%,-1%,-7%,1
CCN(CC)CCCN1C(=O)C(O)=C(C(=O)c2cc3ccccc3o2)C1c1ccccn1 (stereo not drawn),7%,1%[11.4 µM],-26%,?,?,2%,7%[11.4 µM],-3%,0
CCCCc1ccc(C2C3=C(CC(C)(C)CC3=O)NC3=C2C(=O)c2ccccc23)cc1 (stereo not drawn),2%,?,?,-29%,?,1%,?,?,-4
COc1ccc(OC)c(NC2c3ccccc3C(=O)N2c2cccnc2)c1 (stereo not drawn),31%[activator],-33%,-14%,-3%&9%,50µM*,7%,-32%,44%,-6
COc1cccc2sc(N(C)c3ccccc3)nc12,-3%,-3%,0%,0%,-38%,-1%,-6%,30%,-10
O=C(O)CCc1ncc(C(F)(F)F)cc1Cl,8%,-7%,8%,0%,-2%[59 µM],12%,-15%,32%,1
Cc1cccc(NC(=O)CCCN2C(=O)c3cccc4cccc(c34)C2=O)c1,-6%,-3%,-2%,-18%,3%,-6%,38%,7%,-2
OC1COC(O)C(O)C1O (stereo not drawn),-2%,-5%,-2%,0%,18%[59 µM],14%,-14%,6%,3

# Arranged by the number under RGS4 inhibitor (rising): 3 of the compounds above.
SMILES,GLS inh,JMJD2A Tudor inh,BAZ2B inh,12-LOX inh,G9a block,ERG Ets-DNA blk,RGS4 inhibitor,HP1b chromo inh,PI4K2A inh
COc1cccc(CNC(=O)COC(=O)c2ccc(C(=O)c3ccccc3)cc2)c1,13%,-10%,-6%,486%[activator],?,nt,-26%,15%,-2
CN(c1ccccc1)S(=O)(=O)c1cccc(NS(=O)(=O)c2ccc(/C=C/C(=O)O)cc2)c1,0%,-16%,-30%,-3%,-44%,3%,-7%,24%,-8
Cc1nc(C(F)(F)F)ccc1C(=O)Nc1ccccc1F,39%[activator],6%,-21%,323%[activator],21%,-1%,9%,37%,-10
